DAX1 inh-1: blocks DAX1 repression of SF-1 activated StAR promoter; HEK293T StAR-luciferase reporter, SF-1/DAX-1 repression relief; AID 652010; inhibition, % at 6.8 µM; 370,000 compounds, 1.1% hits;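 active means inhibition above the mean over all tested compounds plus 3 SD, cut at about 3.6% in these data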;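 further: 0% = DAX-1 cells with DMSO and 100% = cells lacking DAX-1 with DMSO; higher inhibition means more luminescence from relief of DAX-1 repression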
hgDAF-12 ag: agonists of H. glycines DAF-12 nuclear receptor; 370,000 compounds, 1.8% hits; AID 687014; activation, % at 6.8 µM; HEK293 GAL4-hgDAF12 UAS-luciferase reporter, agonist luminescence; normalized to butyrate control;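 active means activation above a cutoff set at the mean of all screened compounds plus 3 SD, cut at about 10% in these data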;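 further: 0% = DMSO wells and 100% = sodium butyrate wells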
ssDAF-12 act: S. stercoralis DAF-12 activation, primary screen. activation, % at 6.8 µM. HEK293 ssDAF-12/GRIP1 lit1-tk-luc reporter, luminescence; % of 3 µM dafachronic acid response. 370,000 compounds, 1% hits. AID 652126;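 active means activation above the mean over all tested compounds plus 3 SD, cut at about 0.9% in these data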;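 further: 0% = DMSO-only wells and 100% = 3 µM delta7-dafachronic acid wells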
Rev-erbA mod: modulates human Rev-erb alpha binding to DNA; activity, % at 10 µM; P20393; 370,000 compounds, 0.79% hits; AID 1259318; Rev-erbα–FITC-DNA binding, fluorescence polarization, 90 min;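 active means activity above about 14%, limit read from the data; passing the limit was not always enough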;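 further: 0% = DMSO wells with 35 nM protein and 100% = DMSO wells with 750 nM protein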
Target sequence (P20393 whole entry, looked up): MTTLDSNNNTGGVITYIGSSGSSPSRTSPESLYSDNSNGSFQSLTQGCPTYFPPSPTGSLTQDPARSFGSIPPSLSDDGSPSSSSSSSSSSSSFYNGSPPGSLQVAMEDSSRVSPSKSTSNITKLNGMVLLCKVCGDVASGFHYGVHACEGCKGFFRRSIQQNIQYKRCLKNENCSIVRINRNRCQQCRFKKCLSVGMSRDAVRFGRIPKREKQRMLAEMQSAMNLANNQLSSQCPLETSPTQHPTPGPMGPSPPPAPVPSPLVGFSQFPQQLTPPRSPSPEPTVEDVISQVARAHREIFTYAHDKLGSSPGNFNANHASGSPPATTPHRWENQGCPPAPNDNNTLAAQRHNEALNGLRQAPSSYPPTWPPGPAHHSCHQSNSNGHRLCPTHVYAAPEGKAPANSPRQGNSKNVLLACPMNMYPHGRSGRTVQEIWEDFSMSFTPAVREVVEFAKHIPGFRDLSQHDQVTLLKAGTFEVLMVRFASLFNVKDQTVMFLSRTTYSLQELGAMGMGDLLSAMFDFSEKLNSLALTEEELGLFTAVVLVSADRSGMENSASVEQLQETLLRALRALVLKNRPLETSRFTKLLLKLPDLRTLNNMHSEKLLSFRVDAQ
PLC-beta3 inh: blocks human PLC-beta3 enzyme activity; Q01970; inhibition, % at 12.2 µM; 370,000 compounds, 0.18% hits; Purified PLC-beta3, fluorogenic substrate, fluorescence; AID 720704; in the data active means inhibition above about 11%;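 further: 0% = median of compound wells on plate and 100% = full blocker control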
DAX1 inh-2: NR0B1 (DAX1) inhibition. inhibition, % at 6.75 µM. AID 504766. P51843. HEK293 Gal4-DAX1 luciferase reporter, luminescence. 340,000 compounds, 0.99% hits;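 active means inhibition above the mean over all tested compounds plus 3 SD, cut at about 4.2% in these data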;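 further: 0% = DAX1-transfected cells with DMSO and 100% = empty-vector control cells with DMSO; inhibition shows as a rise in luminescence from relieved DAX1 repression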
ADAM17 inh: ADAM17 inhibition, QFRET primary screen | P78536 | recombinant ADAM17, EDANS/DABCYL FRET peptide cleavage | inhibition, % at 6.95 µM | 370,000 compounds, 0.83% hits | AID 720648;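 active means inhibition above the mean of compounds lying between control limits plus 3 SD, set per campaign, cut at about 8.5% in these data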;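 further: 0% = DMSO-only wells as the low control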
MBD2 DNA inh: blocks human MBD2 binding to methylated DNA | Q9UBB5 | TR-FRET, MBD2 binding to methylated oligonucleotide | inhibition, % at 4.4 µM | 370,000 compounds, 0.31% hits | AID 686964; in the data active means inhibition above about 13%
Target sequence (Q9UBB5 whole entry, looked up): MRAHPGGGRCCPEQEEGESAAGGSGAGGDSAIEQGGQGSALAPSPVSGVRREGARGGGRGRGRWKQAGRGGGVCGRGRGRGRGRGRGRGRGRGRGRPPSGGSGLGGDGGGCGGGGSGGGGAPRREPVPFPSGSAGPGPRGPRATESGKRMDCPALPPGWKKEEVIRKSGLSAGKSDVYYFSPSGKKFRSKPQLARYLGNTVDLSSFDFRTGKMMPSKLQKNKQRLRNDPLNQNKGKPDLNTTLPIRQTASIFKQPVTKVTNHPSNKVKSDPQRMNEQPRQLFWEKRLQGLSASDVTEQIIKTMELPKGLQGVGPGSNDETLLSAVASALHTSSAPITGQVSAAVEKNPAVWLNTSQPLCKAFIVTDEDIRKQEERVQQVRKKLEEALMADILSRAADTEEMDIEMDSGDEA
PLC-gamma1 inh: blocks human PLC-gamma1 enzyme activity; purified PLC-gamma1, fluorogenic substrate, fluorescence; P19174; 370,000 compounds, 0.84% hits; AID 720700; inhibition, % at 12.2 µM; in the data active means inhibition above about 9.5%
hcDAF12 agonist: activators of H. contortus DAF-12 nuclear receptor; activation, % at 6.8 µM; AID 652067; 370,000 compounds, 1.4% hits; HEK293 hcDAF-12 lit1-tk-luc reporter, luminescence; 0% DMSO, 100% Δ7-dafachronic acid;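 active means activation above the mean of all tested compounds plus 3 SD, cut at about 5.5% in these data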;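 further: 100% = response to 3 µM Δ7-dafachronic acid high control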
SMARCA2 act: activators of SMARCA2 function. 370,000 compounds, 1% hits. activation, % at 9.1 µM. MG213 cells, MMTV-luciferase reporter, dexamethasone, overnight; in the data active means activation above about 7.8%;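 further: 0% = vehicle wells and 100% = reference activator wells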
* = called active by the depositor; i = inactive; / = not tested or not shown; & = joins results of further samples.

SMILES	DAX1 inh-1	hgDAF-12 ag	ssDAF-12 act	Rev-erbA mod	PLC-beta3 inh	DAX1 inh-2	ADAM17 inh	MBD2 DNA inh	PLC-gamma1 inh	hcDAF12 agonist	SMARCA2 act
CC(=O)c1ccccc1NC(=O)COC(=O)CCCN1C(=O)c2cccc3cccc(c23)C1=O	-0.1	0.7	-0.9	0	5	0.9	-2	0	0	2.9	1
NC(=O)C1CCCN1Cc1ccc2c(c1)OCO2 (stereo not drawn)	0.0	-1.2	-1.3	-1	-1	-0.6	-4	-2	0	-0.5	5
CCSc1nnc(SCC(=O)NNC(=O)c2ccccc2F)s1	0.9	-1.6	-1.0	-6	-7	0.1	-2	-4	-2	1.9	-1
CCCCCCCCN1C(=O)[C@@H](CC(=O)NCCc2ccccc2OC)C[C@@]2(C(=O)OC)C1=C[C@H](C1CCCC1)O[C@@H]2C	0.4	-0.3	-1.2	-1	-5	/	-4	3	-2	-0.1	-3
CC1(C)Cc2c(sc3c2c(=N)n(Cc2ccco2)c(=O)n3Cc2ccccc2)CO1	-0.3	-2.7	-1.9	-2	-1	-0.6	-5	-7	-1	-1.9	0
C/C(=C\COc1cc(=O)[nH]c2ccccc12)CCC(O)C(C)(C)O (stereo not drawn)	0.3	0.1	-1.0	-5	-20	-1.2	0	2	-15	0.0	0
COc1cc(CNc2nc3ccccc3n2C)cc(OC)c1OC	-0.2	-1.9	-0.8	4	3	-0.8	0	0	-2	-2.8	-3
Cc1cccc(NS(=O)(=O)c2ccc(Oc3ccccc3)cc2)n1	-0.8	0.1	-1.2	0	-36	0.9	-28	5	-28	-1.9	-1
O=C(CSc1nc2ccccc2n1S(=O)(=O)c1ccccc1)N1CCCCC1	1.0	5.8	-1.1	0	-1	0.5	-3	-2	0	-0.5	3
CC(C)(C)c1ccc(S(=O)(=O)NC(=O)C2(C)CCN2C(=O)C2(c3ccc(Cl)cc3)CC2)cc1 (stereo not drawn)	-0.9	-1.4	-0.7	-1	-8	/	-2	-3	-2	0.2	-2
OC(c1ccccc1)(c1ccccc1)C1CCN(CCCOc2ccccc2)CC1	0.8	0.8&-1.3	-0.8&-0.7	1&7	4&2	/	-4&-5	-3&4	3&0	-0.7&0.3	-5
O=C(NC(=S)N1CCCc2ccccc21)c1ccc([N+](=O)[O-])cc1	0.0	1.0	-0.1	3	-11	-0.7	-6	1	-9	5.6*	0
COc1ccc(S(=O)(=O)CCC(=O)N2CCN(c3ccc([N+](=O)[O-])cc3)CC2)cc1	-1.1	-0.1	-1.7	-5	-7	-0.7	-2	0	-1	-1.0	0
C/C(=N\NC(=O)c1ccccc1O)c1c(O)cc(C)oc1=O	0.4	4.6	-0.3	6	-16	0.8	-9	0	-12	0.9	1
O=C(NNc1nc2ccc(Cl)cc2s1)c1cc(-c2cccs2)nc2ccccc12	-1.6	-0.1	0.0	4	-129	-0.8	-80	0	-89	3.6	-4
O=C(NC(Cc1c[nH]c2ccccc12)c1nnc2n1CCCCC2)c1ccccc1 (stereo not drawn)	0.2	1.6	-1.3	-1	-2	0.1	5	0	2	-2.0	1
Cc1ccc(C)c(N2N=C(C(=O)Nc3cccc(S(=O)(=O)N4CCCCC4)c3)CCC2=O)c1	1.0	-2.3	-0.9	1	0	0.6	13*	4	4	-2.0	-4
Cc1cc(=O)[nH]c(SCC(=O)N2CCN(C(=O)c3ccco3)CC2)n1	0.1	1.5	-0.7	4	-1	0.3	-7	-1	-1	0.0	-3
Cc1cc(C)cc(COn2ccnc2)c1	-0.4	-1.1	-1.4	-2	1	-0.1	0	-1	-2	-0.9	-1
COC(=O)C1=C(N)OC2=C(C(=O)CC(C)(C)C2)C1c1cccs1 (stereo not drawn)	0.2	-1.2	-0.8	-8	-1	2.3	-2	6	2	-0.8	0
COc1ccc(NC(=S)Nc2cccc(C(F)(F)F)c2)c(C)c1	-0.3	0.6	-0.7	-1	-5	0.5	-2	1	-2	0.4	1
O=C(c1ccc(Cl)nc1)N1CCN(S(=O)(=O)c2ccc3c(c2)OCCO3)CC1	-0.5	-0.5	-1.8	-6	-4	0.2	-4	-8	-6	-0.9	-1
Cc1ccc(-c2nc3ccccc3[nH]2)s1	3.8*	20*	1.9*	-1	-101	1.3	-181	-1	-93	7.9*	5
COc1ccc(C(=O)Nc2ccccc2SCc2cc(=O)n3nc(C)sc3n2)cc1OC	0.2	0.5	-0.5	2	-6	1.5	-2	-3	2	-1.3	-1
O=C(NCc1ccc(C(F)(F)F)cc1)C12CN(Cc3ccccc3)CC1C(c1cccc([N+](=O)[O-])c1)=NO2 (stereo not drawn)	-0.5	4.6	-1.6	-4	-1	1.0	5	-1	6	0.1	1
O=C(CN(C(=O)CSc1nc2ccccc2o1)c1cccc(F)c1)NC1CCCCC1	0.2	0.0	-1.3	-4	0	0.0	-6	-3	-1	-1.8	-3
CCOC(=O)C1CCCN(CCC(=O)Nc2cccc(F)c2)C1 (stereo not drawn)	0.3	-1.1	-1.2	-4	0	-0.6	-2	0	-3	4.3	-2
COc1cccc(-c2cnc3c(NC(C)=O)cc(-c4ccc(C(=O)N5CCOCC5)cc4)cn23)c1	-0.6	-0.1	-1.1	-2	-42	/	-10	-6	-35	-1.8	2
COc1cc2cc3c(N)c(C(=O)Nc4sc(C)c(C)c4C#N)sc3nc2cc1OC	-1.2	-2.1	-0.8	2	i	-2.1	-256	-5	-470	-1.0	-3
CCC1Oc2ccccc2N(Cc2ccccc2C)C1=O (stereo not drawn)	-0.3	-3.1	-0.6	1	-6	-0.1	-4	-1	-1	-0.2	-2
O=C(NC(=S)Nc1ccccc1N1CCCC1)c1ccc(F)cc1	-0.2	5.5	-0.1	4	-40	-0.1	-7	3	-36	9.1*	-3
O=C(NCCOc1ccccc1)C1CCC(=O)N(Cc2ccc(Cl)cc2)C1 (stereo not drawn)	-0.5	-1.0	-1.5	-8	-4	1.3	0	-1	-4	-1.3	3
OCCC1CN(CCCc2ccccc2)CCN1Cc1ccccc1 (stereo not drawn)	1.2	2.3	-0.6	0	-8	2.1	-6	4	1	0.9	4
O=C(NCCN1CCC(n2c(=O)[nH]c3ccccc32)CC1)c1cccc(Cl)c1	-0.5	19*	-0.7	3	-1	/	-5	4	1	-1.5	-3
CC(=O)c1ccc(OCCCC(=O)Nc2cccc(S(=O)(=O)N3CCCCCC3)c2)cc1	-2.2	-2.2	-2.0	6	3	-1.0	7	-4	-3	-3.3	-2
CCCCc1ccc(NC(=S)N2CCN(C(=O)OCC)CC2)cc1	-0.2	0.4	-0.6	8	-5	-0.7	-4	5	-2	-1.6	0
Cc1ccc(Cn2nnc3c(=O)[nH]c(C4CCN(S(=O)(=O)c5ccc(C)cc5)CC4)nc32)cc1	-1.2	-1.0	-1.3	0	1	-0.3	6	-7	0	-1.8	2
COc1ccc(NS(=O)(=O)c2ccc(C(=O)OC(C)C(=O)N3CCOCC3)cc2)cc1 (stereo not drawn)	-1.5	2.1	-1.4	4	-4	-0.8	-2	1	1	-1.4	-3
CCC(=O)c1cn(CC(=O)Nc2cccc(C)c2C)c2ccccc12	0.0	-0.4	-0.3	3	2	-1.0	1	-2	-1	2.0	5
Cc1cc(C)nc(SCC(=O)O)n1	-0.5	1.2	-0.8	0	3	0.1	-5	0	-1	-1.4	1
O=C1c2ccccc2C(=O)N1CC1c2ccccc2CCN1C(=O)CN1CCOCC1 (stereo not drawn)	-0.1	1.0	-1.3	9	-1	-0.6	-2	-2	1	-0.7	1
Cc1ccccc1OCc1nnc(SCc2nc3ccccc3c(=O)[nH]2)n1C	0.4	-2.7	-0.9	-1	-6	0.5	-5	1	-1	-0.1	-2
O=C(COc1ccc(C(=O)c2ccccc2)cc1)Nc1cccnc1	-1.6	-5.9	-2.2	4	-5	-2.6	2	-1	-2	-5.3	-5
CCC(=O)Nc1cc(C(=O)OCc2ccc(C(=O)Oc3ccccc3)cc2)ccc1C	0.2	-0.2	-0.1	-4	1	-0.8	3	5	1	-0.4	1
Cc1ccccc1S(=O)c1ccccc1C(=O)O (stereo not drawn)	-0.2	0.1	-1.4	-1	-2	1.4	-3	3	4	-1.6	-1

Entries above marked active in ssDAF-12 act.
| SMILES | DAX1 inh-1 | ssDAF-12 act | Rev-erbA mod | PLC-beta3 inh | DAX1 inh-2 | ADAM17 inh | MBD2 DNA inh | PLC-gamma1 inh | hcDAF12 agonist | SMARCA2 act |
| --- | --- | --- | --- | --- | --- | --- | --- | --- | --- | --- |
| Cc1ccc(-c2nc3ccccc3[nH]2)s1 | 3.8* | 1.9* | -1 | -101 | 1.3 | -181 | -1 | -93 | 7.9* | 5 |

Additional structures.
SMILES	DAX1 inh-1	hgDAF-12 ag	ssDAF-12 act	Rev-erbA mod	PLC-beta3 inh	DAX1 inh-2	ADAM17 inh	MBD2 DNA inh	PLC-gamma1 inh	hcDAF12 agonist	SMARCA2 act
Cc1ccc(C(=O)NCCOC23CC4CC(CC(C4)C2)C3)cc1	0.4	2.4	-1.3	-3	5	-0.5	-3	6	3	0.2	1
COc1ccc(CN2CCN(C(=O)Cn3nc(C)n4cccc4c3=O)CC2)c(OC)c1OC	-2.5	1.2	-1.5	-2	-1	-0.1	-8	4	0	0.6	-2
CCOc1ccccc1C(=O)N[C@H](C(=O)Nc1nc2c(s1)CCCC2)C(C)C	-0.1	5.8	4.1*	-1	-1	-0.1	1	-4	5	2.9	1
CN(Cc1ccccc1F)C(=O)CCNC(=O)c1ccc(C(C)(C)C)cc1	0.2	2.1	-0.8	0	-6	-0.6	1	5	-3	-0.4	1
Cn1nc(C(=O)Nc2ccc(Cl)cc2)cc1C(=O)Nc1ccc(Cl)cc1	0.4	0.8	0.3	7	-4	1.9	-2	-2	4	0.8	2
c1ccc(Cn2nnc3c(N4CCOCC4)ncnc32)cc1	0.7	1.9	-0.5	0	4	-0.4	2	-3	-1	-1.1	0
COC(=O)c1c(NC(C)=O)csc1C	0.4	0.6	-1.0	-3	2	/	-2	-1	4	0.3	-2
CCOC(=O)C1=NN(c2cccc(C)c2)C2(S1)SC(C(C)=O)=C(C)N2c1ccccc1 (stereo not drawn)	-0.2	-0.7	-1.4	8	-3	0.0	-1	6	2	-1.3	-5
Cc1oc(-c2ccc(Cl)cc2)nc1CS(=O)CC(=O)NCc1ccco1 (stereo not drawn)	-0.4	11*	-0.9	-4	-8	0.1	-5	-1	-2	-1.5	-3
CCOC(=O)c1oc2cccc(O)c2c1CN(Cc1ccccc1)C(C)=O	-0.7	-4.1	-1.8	1	-137	0.1	0	-7	-105	-3.0	-2
Clc1ccccc1/C=N/N1CCN(Cc2ccccc2)CC1	0.0	-0.4	-0.7	-6	-4	1.4	1	1	1	-1.0	0
O=C(CSC1=NS(=O)(=O)c2cc(F)ccc2N1)NCc1ccccc1	-0.1	-0.7	-0.6	-4	-7	0.3	-2	-2	-1	0.0	-2
COCC(=O)N(CCc1ccccc1)Cc1cc2cc(C)ccc2nc1Cl	0.3	-2.1	-1.1	0	-6	-1.5	-3	0	2	-0.6	1
Cc1ccc(C(=O)N/N=C\C2CC=CCC2)cc1[N+](=O)[O-] (stereo not drawn)	-1.8	1.2	-0.9	-2	-3	1.9	-1	-2	0	-1.1	-1
